# Assay outcomes deposited in PubChem BioAssay by National Center for Advancing Translational Sciences (NCATS).
# CCT chaperon mod: changes cytosolic chaperonin activity. purified chaperonin ATPase assay, HTRF ADP detection, 30 min. activity change, % (concentration not given with the values), hits read low. 360,000 tested, 0.3% active; in the data active means activity change below about -30%; further: on the % scale 0 is the no-effect control and ±100 the full control effect
#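 TRiC (40 or 20 nM final, by batch activity) in 30 mM Tris pH 7.4, 100 mM KCl, 5 mM MgCl2, 1 mM DTT was treated with compound at 76 uM single dose, then 10 uM ATP, 30 min at 37 °C. ADP was read by HTRF Transcreener.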
# Nrf2 inh: blocks Nrf2 signaling | A549 ARE-Fluc reporter, luciferase luminescence, 18-24 h | Potency, µM (top dose mostly 46 µM), for inactives: at the highest dose activity change, negative = inhibition, actives largely listed as inhibitors | 360,000 tested, 2.1% active | AID 504444; further: potency means the concentration at half of the fitted maximal effect; on the % scale 0 is the no-effect control and ±100 the full control effect; nearly all actives have a fitted effect of over 60% in size
#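 Concentration-response testing used A549 ARE_Fluc cells at 5000 cells/well. Following an 18-24 h compound incubation, viability was read by fluorescence (Ex 405/Em 525) and luciferase output by luminescence.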
# pAkt inh: blocks phosphorylation of Akt | Neuro2A IGF-stimulated pAkt S473 HTRF, 20 min; stronger effect = lower value | activity change, % for hits at 50 µM | 360,000 tested, 0.32% active; in the data active means activity change below about -80%; inconclusive means mostly about -51% to -80%; further: on the % scale 0 is the no-effect control and ±100 the full control effect
#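 Neuro2A cells (4,500/well, DMEM with 0.5% FBS) were treated with compound at a single 50 µM final concentration, stimulated with 6 nM IGF for 20 min at 37 °C, and lysed. Phospho-Akt Ser473 was read by HTRF as 665/615 ratio ×10^4.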
# MmCpn inh: inhibitors of Methanococcus maripaludis chaperonin (MmCpn) | purified Mm-Cpn ATPase, ADP Transcreener TR-FRET | Potency, µM (titrated, usually from 76.9 µM), for inactives: at the highest dose activity, negative = inhibition, hits mostly inhibitors | 330,000 tested, 0.031% active | AID 504842; further: potency means the concentration at half of the fitted maximal effect; on the % scale 0 is the no-effect control and ±100 the full control effect; nearly all actives have a fitted effect of over 80% in size
#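 25 nM Mm-CPN + cpd, 10 min 37°C; + 10 uM ATP, 30 min 37°C; buffer 30 mM Tris pH 7.4, 100 mM KCl, 5 mM MgCl2, 1 mM DTT; Transcreener ADP HTRF detection 30 min RT.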
# A549 viability: A549 cytotoxicity, counter-screen for Nrf2 inhibitors; A549 ARE-Fluc cells, CellTiter-Fluor viability, 18-24 h; Potency, µM (top dose mostly 46 µM), for inactives: at the top dose activity change, negative = cytotoxicity, actives largely listed as inhibitors; 390,000 tested, 0.16% active; further: potency means the concentration at half of the fitted maximal effect; on the % scale 0 is the no-effect control and ±100 the full control effect
#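 A549 ARE_Fluc cells in 5% FBS OPTI-MEM were exposed to compounds in concentration-response for 18-24 h at 37 deg C. Viability was read by CellTiter-Fluor fluorescence (Ex 405/Em 525) after 30 min, before the luciferase read.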
# Nrf2 ARE act: Nrf2 pathway activation; Potency, µM (top dose mostly 46.1 µM), inactives show at the highest dose activation, hits mostly activators; 410,000 tested, 0.31% active; AREc32 ARE-luciferase reporter (MCF7-derived line), luminescence, 24 h; further: potency means the concentration at half of the fitted maximal effect; % of control where 0% means no effect; nearly all actives have a fitted effect of over 65% in size
#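 AREc32 cells carrying an ARE-driven firefly luciferase reporter were seeded at 1000 cells/well in OPTI-MEM with 5% FBS, then exposed to compound for 24 hr at 37 deg C. Luminescence was read with Steady-Glo after 30 min at RT.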
# TGFb inhibitor: TGF-b pathway inhibition. 410,000 tested, 1.2% active. Potency, µM (highest dose often 46.1 µM), without a hit: at the highest dose activity, negative = inhibition, usual class: inhibitors. HepG2 CAGA-GFP TGF-b/SMAD3 reporter, GFP fluorescence, 18 h; TGF-beta stimulated, 500 pg/mL final; further: potency means the concentration at half of the fitted maximal effect; on the % scale 0 is the no-effect control and ±100 the full control effect; nearly all actives have a fitted effect of over 65% in size
#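 Smad-responsive CAGA-GFP expression was quantified in HEPG2 cells exposed to compounds and 500 pg/mL final TGF-beta for 18 h at 37 degrees C; unstimulated wells defined full inhibition.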
# Abeta rescue: A-beta toxicity reversal in yeast. yeast expressing A-beta42, growth rescue, OD600, 48 h; response scale: 0% DMSO, 100% iron-clioquinol control. Potency, µM (highest dose often 46.1 µM), inactives show at the highest dose growth rescue, usual class: activators. 410,000 tested, 0.063% active. AID 1347071; further: potency means the concentration at half of the fitted maximal effect; nearly all actives have a fitted effect of over 55% in size
#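 Growth rescue measured by 600 nm absorbance after 48 h yeast culture at 30 C with compound. Values normalized between DMSO and an equimolar ferric chloride plus clioquinol control.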
# HepG2 viability: HepG2 cytotoxicity, counter-screen for TGF-b inhibitors; HepG2 CAGA-GFP viability, ATP luminescence, 18 h; Potency, µM (titrated, usually from 46.1 µM), for inactives: at the top dose activity change, negative = cytotoxicity, most hits filed as cytotoxic; 410,000 tested, 0.76% active; AID 588856; further: potency means the concentration at half of the fitted maximal effect; some results filed as inactive show a strong effect at the top dose
#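 HepG2 CAGA-GFP cells (1000/well, DMEM with 1% FBS) received compound, then TGF-beta at 500 pg/mL final, and were incubated 18 hours at 37 degrees C. Viability was read by CellTiter-Glo luminescence. Media-only wells were set as complete cell-killing and DMSO as no toxicity.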
# Starred values were filed as active, the others as inactive; i = inactive; ? = inconclusive; nt = no result given; & = joins results of further samples; [ ] = remark or other dose. Unless noted, the call rests on the fitted dose curve; in most records, active means well fitted curve in the direction sought with a large enough effect; inconclusive means small, poorly fitted or top-dose-only effect, or another doubt; inactive means no such curve, though single readings can be large; an effect the other way counts as inactive or inconclusive. This is a random part of the collection. About 4.3% of those tested had a hit in this group.
# Values run as follows: pAkt inh	CCT chaperon mod	A549 viability	Nrf2 inh	HepG2 viability	Abeta rescue	Nrf2 ARE act	MmCpn inh	TGFb inhibitor
COc1ccccc1N1CCN(C(CNC(=O)c2ccc3c(c2)OCO3)c2cccnc2)CC1 (stereo not given)
  i	-2.0	-4%	?	-15%	7%	1.8%	1%	-4%
O=C1NC[C@H](CCCCN2C[C@H](Cc3ccc(O)cc3)N(CCC3CCCCC3)C(=O)C2=O)N(CCC2CCCCC2)C1=O
  i	-0.1	nt	nt	nt	-4%	-0.6%	nt	nt
O=C1c2ccncc2C(=O)N1Cc1cccc(Cl)c1
  i	-0.6	0%	nt	-17%	7%	2.6%	-1%	-10%
COc1ccc(OCC(=O)Nc2ccc3c(c2)nc2n3CCSC2)cc1
  i	-1.3	1%	-13%	-34%	0%	-0.2%	-4%	-2%
COc1cc(CCC(=O)Nc2ncc(C)s2)cc(OC)c1OC
  i	1.9	1%	3%	3%	6%	0.3%	0%	1%
O=C(Nc1ccc(C(=O)N2CCCCC2)cc1)c1cccs1
  i	-0.2	-1%	?	-52%	-35%	3.2%	-7%	5%
COc1cc2ccnc(Cc3cccc(OC)c3OC)c2cc1OC
  i	-3.5	-1%	3.7µM*	-29%	-15%	3.1%	5%	-42%
Cc1cc(C)cc(Oc2ccc(S(=O)(=O)N3CCN(C)CC3)cn2)c1
  i	0.1	-3%	4%	3%	3%	-0.1%	1%	-6%
CCOC(=O)c1c(C)[nH]c(C(=O)COC(=O)c2ccccn2)c1C
  i	-1.1	4%	17%	7%	17%	0.3%	1%	19%
CCN(CC)S(=O)(=O)c1cccc(-c2n[nH]c(=S)n2/N=C/c2ccc(OC(F)F)cc2)c1
  i	-0.4	0%	?	0%	-2%	3.3%	1%	-11%
NC(=O)CSc1nnc(-c2ccccc2)c(-c2ccccc2)n1
  i	-0.8	-3%	4%	-5%	0%	0.2%	2%	3%
O=C(c1ccccc1)c1nc[nH]c1C(=O)Nc1ccccc1
  i	-3.0	-5%	17%	-2%	11%	-0.1%	-1%	5%
COCCn1c(-c2ccccc2)c(C)n2c3c(=O)n(C)c(=O)n(C)c3nc12
  nt	nt	-4%	-8%	0%	-40%[inhibitor]	0.1%	nt	6%
CCC(C)c1ccc(NC(=S)NC(C)C2CCCO2)cc1 (stereo not given)
  i	0.1	?	7%	-5%	?	-0.7%	-2%	-29%
COc1ccc(N2CCN(C(=O)CN(C)S(=O)(=O)c3cccs3)CC2)cc1
  i	-0.4	-6%&-2%	-2%&-9%	-3%&2%	-14%&-8%	0.4%&-0.1%	0%	7%&-1%
CCOc1ccc(CCNC(=O)c2cc3c(s2)CS(=O)(=O)C3)cc1OCC
  i	0.5	6%	-2%	-3%	-2%	0.3%	-1%	5%
CCS(=O)(=O)N1CCN(C(=O)c2ccco2)CC1
  i	0.2	0%	5%	1%	-7%	0.2%	0%	-5%
Cc1ccc(NC(=O)CN2CCN(C(=O)C3CC3)CC2)c(F)c1
  i	-1.2	nt	nt	-5%	5%	-0.2%	nt	1%
CC(C)(C)NC(=O)C(c1ccc(F)cc1)N(Cc1cccs1)C(=O)c1ccc(CN2CCOCC2)o1 (stereo not given)
  i	-3.3	-4%	-29%	-8%	-12%	3.3%	1%	-19%
Cc1[nH]nc2c1C(c1cc(Br)cs1)C(C#N)=C(N)O2 (stereo not given)
  i	-2.4	-1%	8%	-65%	5%	12%	1%	10µM*
O=C(Nc1ccc2c(c1)OCCO2)c1ccccc1
  i	-1.0	0%	?	-26%	-17%	-2.4%	0%	6%
CCOC(=O)N/N=C/c1ccc(F)cc1F
  i	-2.1	4%	6%	2%	-5%	2.7%	0%	5%
CC(OC(=O)C1=COCCO1)C(=O)c1ccc(Br)cc1 (stereo not given)
  i	-2.4	1%	-3%	-2%	-32%[inhibitor]	-0.3%	2%	-8%
COc1ccc(CNC(=O)c2cccc3c(-c4ccc(F)c(F)c4)coc23)cc1OC
  i	-2.3	nt	nt	-22%	3%	0.1%[9.22 µM]	nt	-25%
O=C(N/N=C/c1ccc(-c2ccc(Cl)c(C(=O)O)c2)o1)c1cc2c(ccc3ccccc32)o1
  i	-0.2	-2%	6%	-16%	18%	0.0%	-3%	0%
COc1cccc(CNc2cnc3ccccc3c2)c1O
  i	-0.5	-10%	14%	0%	26%	2.8%	-2%	-13%
COc1cccc(NC(=O)CC2C(=O)NC3CCCCC3N2C(=O)c2ccc(F)cc2)c1 (stereo not given)
  i	1.9	-2%	6%	3%	11%	1.2%	1%	-14%
CC(C)C1C(=O)N(Cc2cn(CCC3OCCCO3)nn2)CCS(=O)(=O)N1Cc1ccc(-c2ccc(Cl)cc2)cc1 (stereo not given)
  i	0.6	nt	nt	-22%	-3%	-0.3%	nt	-4%
Cc1ccc(S(=O)(=O)NCCC(=O)N2CCC(C)CC2)cc1
  i	-0.2	-3%	2%	7%	1%	-0.8%	1%	-10%
O=[N+]([O-])c1cc(C(F)(F)F)ccc1N1CCCC(O)C1 (stereo not given)
  i	-6.1	1%	-10%	4%	-1%	1.8%	0%	10%
Cc1cc(OCc2cc(C(=O)NCC3(C)COC3)no2)cc(C)c1Cl
  i	1.1	-7%	-10%	-37%	?	2.6%	?	-12%
CC1(C)CC(=O)C(C=Nc2cc(C(=O)c3ccccc3)ccc2N)=C(O)C1
  i	-2.0	0%	?	-7%	?	11%	-2%	-8%
Cc1nn(-c2ccccc2)c(C)c1/C=C/C(=O)OCC(=O)Nc1ncc(Cl)cc1Cl
  i	-4.9	-4%	7%	-3%	-5%	0.1%	-4%	?
O=C(COc1ccc(Cl)cc1Cl)NCCCn1ccnc1
  i	-2.1	0%	6%	-6%	13%	0.0%	0%	-4%
COc1ccc(S(=O)(=O)N2CCCCC2)cc1NC(=O)Cc1c[nH]c2ccccc12
  i	-0.9	-1%	-7%	-26%	13%	0.1%	1%	-13%
O=C(Cc1ccccc1)NC(c1ccco1)c1c(O)ccc2ccccc12 (stereo not given)
  i	0.9	-2%	10%	-22%	18%	7.4%	2%	-20%
COc1cc(-n2c(=O)c3ccccc3n(Cc3cccc(C)c3)c2=O)cc(OC)c1OC
  i	-0.5	-1%	-1%	4%	-10%	0.6%	2%	10%
COc1ccc(S(=O)(=O)Nc2c(C)cc(C)cc2C)c2cccnc12
  i	-1.9	-10%	-2%	-4%	-9%	-0.3%	-1%	3%
Cc1cnn(-c2cc(N/N=C/c3ccccc3Cl)ncn2)c1
  i	1.4	-1%	7%	-9%	-4%	6.6%	-3%	10%
Cc1ccc(CCNC(=O)C2CCCN(S(=O)(=O)c3c(C)noc3/C=C/N(C)C)C2)cc1 (stereo not given)
  i	-1.6	2%	10%	-20%	7%	-0.4%	-3%	-28%
CCOC(=O)c1ccc(NC(=O)c2c(NCc3cc(OC)ccc3OC)sc3c2CCC3)cc1
  nt	nt	5%	nt	-30%	-4%	8.7%	nt	-25%
Cn1nccc1C(=O)N/N=C/c1c(O)ccc2ccccc12
  i	1.4	?	?	-7%	12%	0.0%	-4%	-9%
CCN(CC)C(=O)c1ccc(Nc2nnc(-c3ccc(O)cc3)c3ccccc23)cc1
  i	1.5	1%	?	-21%	-15%	11%	-5%	-20%
CCOc1ccc(N2CC(C(=O)Nc3ccc(S(=O)(=O)N4CCCCC4)cc3)CC2=O)cc1 (stereo not given)
  i	0.3	-6%	-17%	-1%	7%	-0.5%	4%	-26%
O=C1CCC(=O)N1CC(=O)N1c2ccccc2Sc2ccccc21
  i	-0.5	-10%[1.84 µM]	-8%	-18%	10%	0.1%	2%	-2%
O=C(CN(Cc1ccco1)C(=O)c1ccccc1)Nc1ccc(Cl)c(Cl)c1
  i	-1.7	-17%	?	-35%	25%	6.7%	-1%	?
Cc1ccccc1NC(=S)N(Cc1ccccn1)Cc1ccccc1Cl
  i	-2.6	-7%	?	-24%	13µM*	0.3%	3%	?
Cc1cc(C)c(S(=O)(=O)Nc2cc(Cl)c3oc4c(c3c2)C(=O)CCC4)cc1C
  nt	nt	5%	12%	-20%	-16%	1.2%	nt	0%
CN(C)CCNC(=O)c1ccc2c(c1)N(Cc1c(F)cccc1Cl)C(=O)c1ccccc1S2
  nt	nt	-8%	-6%	-67%	2%	12%	nt	?
COc1cccc(/C=N/n2c(SC)nnc2-c2ccccc2)c1O
  nt	-4.6	-3%	-8%	3%	13%	2.1%	0%	4%
COC(=O)c1ccc(N2C(=O)CC(N(C)CCc3ccc(OC)c(OC)c3)C2=O)cc1 (stereo not given)
  i	1.9	-10%	-7%	-3%	-94%[inhibitor]	0.7%	0%	4%
O=C(Nc1ccccc1-c1ccccc1)C1CCCN(c2ncccn2)C1 (stereo not given)
  i	-0.9	-2%	-7%	0%	-40%[inhibitor]	0.3%	-5%	-20%
Cc1cc(C)cc(Oc2nc(C(F)(F)F)nc3ccccc23)c1
  i	0.6	-7%	nt	2%	3%[9.22 µM]	-0.2%	0%	-13%
COCCn1c(=S)[nH]c2cc(C(=O)N(CCO)Cc3ccccc3)ccc2c1=O
  i	-2.3	8%	6%	-3%	-5%	-0.6%	2%	0%
CCc1nnc(NC(=O)C2CCN(S(=O)(=O)Cc3ccccc3)CC2)s1
  i	0.2	-8%	?	4%	1%	-0.7%	1%	-11%
